Screens (PubChem)
MT stabilize HCS – microtubule stabilization, imaging screen. HeLa tubulin immunostaining HCS, 24 h; share of cells brighter than vehicle mean+2SD. % tubulin-high responders, % at 10 µM. hit rate 0.83% among 200,000;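 active = plate Z-score above 3 for both tubulin-high and condensed-nucleus cell shares, with cell loss under 80%, at 10 µM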;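 also: anti alpha tubulin signal scored within the nucleus-defined area of each cell; some results filed as inactive read as strong as hits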
bCat nuc transl – modulators of beta-catenin nuclear translocation | HeLa beta-catenin nuclear translocation, immunofluorescence imaging | nuclear translocation activity, % at 5 µM | hit rate 0.3% among 190,000 | AID 1665;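 active = nuclear translocation activity above 50% at 5 µM, with a well cell count of 50 or more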;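 also: per-cell ratio of nuclear to cytoplasmic median beta-catenin stain intensity; plate controls were DMSO negative control for no effect and GSK-3 inhibitor IX positive control for full effect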
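System: Human HeLa cells, endogenous beta-catenin | Compound dosing: 5 µM primary, 0.02–20 µM confirmation | Timing: 24 h compound exposure at 37°C, 5% CO2 | Measured by: Fluorescence imaging of beta-catenin antibody stain plus DAPI | Read-out basis: % activation of per-cell nuclear versus cytoplasmic median beta-catenin signal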
Dynein transport – blocks dynein driven cargo transport along microtubules. z-score, hits read low. 3617.4 mouse cells, GR-EGFP nuclear translocation imaging; test concentration mostly 20 µM; stimulated with dexamethasone, 1 µM; hits give low values. AID 1381. hit rate 0.47% among 220,000;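 active = plate z-score of nuclear minus cytoplasmic receptor signal below a set negative limit, without overly bright fluorescence or cell loss, cut at about -3.5 in these data, passing the limit was not always enough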;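 also: z-score of nuclear minus cytoplasmic ring GR-EGFP intensity difference per well; some compounds called inactive have numbers as strong as hits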
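medium = tetracycline-free induction medium containing charcoal-stripped FBS | probe or stimulus = dexamethasone, 1.0 µM final | timing = 48 h induction, then 1 h compound, then 30 min agonist, 37 °C | detection = automated 10x imaging of fixed Hoechst-stained cells | read-out basis = nuclear versus cytoplasmic GR-EGFP signal, averaged per well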
NOD1 NF-kB reporter – inhibition of NOD1-driven NF-kB reporter – cell-based, luminescence, uHTS, primary screen (AID 1578) | hit rate 1% among 290,000 | NOD1-driven NF-kB luciferase reporter cells, luminescence; higher % means a stronger effect | one-dose inhibition, % at 4 µM; EC50 in µM for titrated hits; in the data active = inhibition mostly above about 36%, no sharp cut-off; inactive = mostly below about 34%;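 also: HEK-293T reporter cells stimulated with the NOD1 agonist gamma-tri-DAP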
Autophagy HCS – alters autophagy in cells | MEF GFP-LC3 puncta imaging; test concentration mostly 10 µM | calls only at 10 µM (by protocol) | hit rate 0.98% among 190,000;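 active = percentage of spot-positive cells more than 3 SD above its plate mean, without a fluorescence outlier flag or 80% toxicity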;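 also: spot-positive cell cutoff set from DMSO-treated cells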
Yfh1-off respiration – mitochondrial function rescue without frataxin homolog – Friedreich's ataxia, plus single-dose screen, dose response (AID 1465). S. cerevisiae Yfh1-off respiration, WST-1 reduction, 72 h; higher fold induction means a stronger effect. fold induction at 50 µM, or EC50 in µM where a hit was titrated. hit rate 0.074% among 220,000;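 active = fold induction of absorbance versus untreated yeast above a set limit, then at least 30% activation at any dose in follow-up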;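 also: activators that raise dye reduction in frataxin-depleted yeast; strong numbers were not always called active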
P. falciparum M17LAP – P. falciparum M17LAP inhibitors, primary screen, biochemical, fluorogenic H-Leu-NHMec substrate, 1536-well (AID 1619). hit rate 0.38% among 220,000. recombinant M17LAP, H-Leu-NHMec fluorogenic kinetic assay; higher % means a stronger effect. inhibition, % at 30 µM, or IC50 in µM where a hit was titrated;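 active = compound inhibiting the enzyme by more than half at any dose during confirmatory dose-response retesting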;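 also: plate controls were full reaction with DMSO carrier for no effect and no enzyme background for full effect; strong numbers were not always called active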
NOD2 inhibition – NOD2 signaling inhibitors, cell-based, luminescence, uHTS, HEK293 (AID 1566). HEK293 NOD2/NF-kB luciferase reporter, luminescence; higher % means a stronger effect. one-dose inhibition, % at 4 µM; EC50 in µM for titrated hits. hit rate 0.63% among 290,000; in the data active = inhibition above about 50%; also: many of its hits are not listed in these tables
Insulin prom up – MIN6 insulin promoter up-regulation. MIN6 insulin promoter-GFP reporter, high-content imaging; hits give high values. z-score at 5 µM. hit rate 0.3% among 190,000. AID 1625;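 active = z-score above 3 at 5 µM with at least 500 cells counted in the well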
Dynein transport cytoplasmic EGFP – further read-out of Dynein transport, marked with its call; z-score; measured here: cytoplasmic GR-EGFP intensity; hits give high values
Dynein transport nuclear GR-EGFP – recorded beside Dynein transport, whose call it bears; z-score; measured here: nuclear GR-EGFP intensity;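 lower value marks the stronger effect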
Dynein transport cell count – second read-out of Dynein transport, no call of its own (marks repeat the call); z-score; measured here: cell count per field
Insulin prom up cell count – also measured in Insulin prom up; calls as there; cell count; measured here: cytotoxicity, nuclei count;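 total cells summed across four imaged fields per well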
bCat nuc transl cell count 5 µM – also measured in bCat nuc transl; calls as there; cell count; measured here: cell count, cytotoxicity flag
MT stabilize HCS Hoechst-high % – recorded beside MT stabilize HCS, whose call it bears; % Hoechst-high responders; measured here: nuclear condensation Hoechst responders;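 share of cells brighter than vehicle mean plus two SD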
MT stabilize HCS cytotoxicity % – further read-out of MT stabilize HCS, marked with its call; toxicity, %; measured here: cytotoxicity by cell density;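 0% = mean cell density of plate MIN control wells and 100% = no cells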
Autophagy HCS cell loss 18 h – second read-out of Autophagy HCS, no call of its own (marks repeat the call); toxicity, %; measured here: cell loss, nuclei count;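 cell loss after 18 h compound exposure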
Numbers without * were called inactive; i = inactive; · = not tested or not shown.

SMILES | MT stabilize HCS | MT stabilize HCS Hoechst-high % | MT stabilize HCS cytotoxicity % | bCat nuc transl | bCat nuc transl cell count 5 µM | Dynein transport | Dynein transport cytoplasmic EGFP | Dynein transport nuclear GR-EGFP | Dynein transport cell count | NOD1 NF-kB reporter | Autophagy HCS | Autophagy HCS cell loss 18 h | Yfh1-off respiration | P. falciparum M17LAP | NOD2 inhibition | Insulin prom up | Insulin prom up cell count
CN(C)c1ccc(/C=C/c2ccncc2)cc1 | 3.0 | 1.5 | 3.5 | · | · | -1.3 | 0.16 | -0.39 | 0.041 | -30% | i | 6 | i | 8% | -35% | 1.7 | 1116
CCc1ccc2[nH]c(=O)c(C(c3nnnn3CCOC)N3CCN(c4ccccc4F)CC3)cc2c1 (stereo not given) | 4.4 | 1.9 | 7.3 | -5.4 | 1012 | -0.87 | -0.12 | -0.45 | 1.1 | -6% | i | 13 | i | 30% | 16% | 2.6 | 838
COc1ccccc1NC(=O)c1cccc(S(=O)(=O)N2CCOCC2)c1 | 4.7 | 4.1 | 9.0 | 0.2 | 1173 | 0.093 | 2.3 | 0.58 | 0.085 | -10% | i | -21 | i | -3% | 6% | 0.41 | 1442
CC(=O)N1CCN(c2ccc(Nc3ncnc4c3oc3ccccc34)cc2)CC1 | 2.6 | 1.1 | 2.4 | -1.4 | 1232 | 0.95 | -0.17 | 0.21 | -0.58 | -6% | i | -1 | i | 14% | 10% | · | ·
C/C(=N/NC(=O)C1CC1(c1ccccc1)c1ccccc1)c1cccs1 (stereo not given) | 5.8 | 2.4 | 3.3 | -0.3 | 1029 | -0.072 | -0.2 | 0.0016 | -0.4 | 1% | i | 11 | i | -1% | -9% | -1 | 1288
COc1ccc(CCNc2nc3ccccc3n3cnnc23)cc1OC | · | · | · | 0.3 | 1364 | -0.068 | -0.28 | 0.11 | 0.69 | -5% | · | · | i | 8% | 9% | -0.64 | 1118
C=CCn1c(-c2ccc(N)cc2)nc2ccccc21 | 4.5 | 1.6 | 1.6 | · | · | -0.76 | -0.19 | -0.43 | 0.38 | -46% | i | -1 | i | -12% | -53% | -0.36 | 970
CCOC(=O)c1cnc(SCc2cccc3ccccc23)nc1N | 1.4 | 1.7 | 5.5 | · | · | -0.75 | 0.0065 | -0.08 | 0.23 | -19% | i | -3 | i | 0% | 15% | 0.2 | 808
COc1ccc(C2CCN(CC(=O)N(C)C)CC2O)cc1 (stereo not given) | 5.3 | 2.6 | 5.3 | -1.7 | 1014 | -0.51 | -0.31 | -0.32 | 0.59 | -30% | i | 12 | i | 0% | 8% | -0.42 | 1682
CC(C)(C)c1nn2cnnc2n(/N=C/c2ccc(O)cc2)c1=O | 4.3 | 1.9 | 3.6 | 0.9 | 1083 | 0.43 | -0.21 | 0.38 | 0.41 | -14% | i | 21 | i | 9% | 7% | 0.03 | 1535
CCOC(=O)c1c(C)oc2c1c(C(c1cccnc1)N1CCOCC1)c(O)c1ccccc12 (stereo not given) | 5.0 | 3.5 | 1.1 | -5.5 | 863 | -3.7* | 0.063* | -1.4* | -0.058* | -17% | i | 12 | i | -2% | -23% | 0.96 | 1243
Cc1ccc(S(=O)(=O)Cn2nnnc2C(CC(C)C)N2CCN(C)CC2)cc1 (stereo not given) | 4.2 | 1.1 | 7.9 | -0.3 | 943 | 1.8 | -0.23 | 1.1 | -0.69 | -23% | i | 3 | i | -1% | 12% | 0.55 | 1362
CC1CCN(Cc2cc(=O)oc3ccc4ccccc4c23)CC1 | · | · | · | 0.1 | 1303 | 1.1 | -0.24 | 0.28 | -0.9 | -12% | · | · | i | -4% | -32% | -1.2 | 1261
COc1cccc(NC(=O)Cn2c(=O)oc3ccccc32)c1 | 4.9 | 3.0 | 7.8 | -3.4 | 1217 | 0.94 | -0.059 | 0.42 | 0.18 | -14% | i | 0 | i | 13% | 5% | -2 | 1209
CN(Cc1cnccn1)C(=O)CC1C(=O)NCCN1CC(c1ccccc1)c1ccccc1 (stereo not given) | 2.2 | 2.3 | 3.5 | 2.2 | 1061 | -0.5 | -0.25 | -0.11 | 0.53 | -25% | i | 44 | i | -3% | 6% | 0.07 | 1329
CCOC(=O)c1c(NC(=O)CSc2nnnn2CC)sc(C)c1C | 2.6 | 1.8 | 2.6 | -3.8 | 1050 | 0.87 | -0.19 | 0.78 | -0.86 | -20% | i | -4 | i | 7% | -3% | · | ·
CCc1nc2oc3ccccc3c(=O)c2c(=O)n1-c1ccccc1 | 2.1 | 1.2 | 2.1 | 2.2 | 964 | 1.2 | -0.19 | 1.2 | -1.1 | -38% | i | 6 | i | -3% | -43% | 1.4 | 797
Cc1c(C(C)(C(=O)O)c2c(C)n(C)c3ccccc23)c2ccccc2n1C | · | · | · | -2.7 | 1234 | -0.52 | 0.46 | -0.22 | 0.55 | -1% | · | · | i | 3% | 9% | -0.1 | 1501
O=C(NCCCc1ccccc1)C1CC(=O)N(c2ccc3c(c2)OCCO3)C1 (stereo not given) | 1.3 | 2.2 | 4.7 | -1.0 | 1132 | 0.87 | -0.23 | 0.9 | -0.91 | -25% | i | 7 | i | 12% | 5% | · | ·
O=c1[nH]c(CSc2nnc(NCCCN3CCOCC3)s2)nc2cc(Cl)ccc12 | 1.0 | 1.8 | 8.4 | -1.2 | 682 | -0.081 | -0.2 | -0.23 | 0.27 | 0% | i | -2 | i | 1% | -4% | 0.29 | 929
COc1ccc(N2C(=O)CC(Sc3nc4ccccc4s3)C2=O)cc1 (stereo not given) | 3.0 | 3.2 | 10 | -1.5 | 1080 | 0.16 | -0.21 | -0.32 | 1 | -26% | i | 20 | i | 2% | 9% | -0.22 | 1211
COc1ccc(C)cc1NC(=O)C12CCC(C)(C(=O)O1)C2(C)C (stereo not given) | 2.7 | 1.8 | 7.8 | -1.3 | 1184 | 0.00072 | -0.25 | -0.029 | 0.61 | -1% | i | -2 | i | 6% | 10% | -0.33 | 871
CCOC(=O)c1ccc(NC(=O)COc2cc3oc(=O)c(CC(C)O)c(C)c3cc2Cl)cc1 (stereo not given) | · | · | · | 0.5 | 1365 | -0.37 | -0.097 | 0.59 | -0.095 | 5% | · | · | i | -3% | 33% | -0.13 | 1067
CCCCNC(=O)Nc1c(C(=O)OCC)[nH]c2ccccc12 | 2.6 | 1.8 | 4.6 | -2.0 | 849 | 0.0093 | -0.23 | -0.16 | -0.048 | -25% | i | -24 | i | -8% | -4% | 0.03 | 1012
O=S1(=O)CCC(=Nc2ccc(Cl)cc2)c2ccsc21 | 5.6 | 1.9 | 8.9 | -0.6 | 1537 | -0.45 | -0.27 | -0.28 | 0.48 | -29% | i | -25 | i | -6% | 15% | 0.15 | 1486

Overlap with the part before: two compounds, followed by the next part.
SMILES | MT stabilize HCS | MT stabilize HCS Hoechst-high % | MT stabilize HCS cytotoxicity % | bCat nuc transl | bCat nuc transl cell count 5 µM | Dynein transport | Dynein transport cytoplasmic EGFP | Dynein transport nuclear GR-EGFP | Dynein transport cell count | NOD1 NF-kB reporter | Autophagy HCS | Autophagy HCS cell loss 18 h | Yfh1-off respiration | P. falciparum M17LAP | NOD2 inhibition | Insulin prom up | Insulin prom up cell count
CCCCNC(=O)Nc1c(C(=O)OCC)[nH]c2ccccc12 | 2.6 | 1.8 | 4.6 | -2.0 | 849 | 0.0093 | -0.23 | -0.16 | -0.048 | -25% | i | -24 | i | -8% | -4% | 0.03 | 1012
O=S1(=O)CCC(=Nc2ccc(Cl)cc2)c2ccsc21 | 5.6 | 1.9 | 8.9 | -0.6 | 1537 | -0.45 | -0.27 | -0.28 | 0.48 | -29% | i | -25 | i | -6% | 15% | 0.15 | 1486
CN1CCC(N(C)C(=O)CCc2nc3ccccc3c(=O)[nH]2)CC1 | 2.5 | 1.6 | 7.0 | -1.6 | 1196 | 0.54 | -0.2 | 1.3 | -0.12 | -4% | i | 7 | i | 13% | 0% | 0.13 | 1508
CC(C)CC(C(=O)OCC(=O)Nc1ncc(Cl)cc1Cl)N1C(=O)c2ccccc2C1=O (stereo not given) | 2.8 | 1.3 | 3.3 | 1.4 | 1287 | -0.47 | -0.15 | -0.94 | -0.0025 | 22% | i | 0 | i | -8% | -9% | 0.81 | 1287
O=C(/C=C/c1ccco1)NCC1CCCO1 (stereo not given) | 2.1 | 2.9 | 5.9 | 1.9 | 1310 | 0.15 | -0.18 | 0.79 | 0.15 | -6% | i | 23 | · | -12% | 2% | -0.27 | 1558
C/C(=N\Nc1nc2c(s1)CCCC2)c1ccc(Cl)cc1 | 3.6 | 3.1 | 18 | 1.0 | 1246 | -0.74 | 0.52 | 0.11 | 1 | 2% | i | -12 | i | 6% | -17% | -1.4 | 1593
COc1cc(OC)cc(-c2nc3ccccc3c(=O)n2OC(=O)c2ccc(Br)cc2)c1 | 1.1 | 1.8 | 2.6 | -1.5 | 1139 | 0.87 | -0.14 | 1 | -1.3 | -14% | i | 4 | i | -8% | 14% | 0.61 | 1274
COc1ccc(CSc2nnc(NC(C)=O)s2)cc1[N+](=O)[O-] | 2.0 | 2.1 | 7.9 | 0.1 | 1539 | -1.1 | -0.39 | -0.96 | 0.96 | -19% | i | 0 | i | 6% | 11% | -0.39 | 1529
Cc1cc(C)n2nc(SCn3nnc4ccccc4c3=O)nc2n1 | 3.7 | 2.6 | 5.9 | -8.8 | 1047 | 2.6 | 0.24 | 2.1 | -1.4 | -7% | i | -1 | i | 5% | 6% | -0.31 | 1492
CC12CCC(C(=O)N(CSC(=S)N/N=C\c3ccccc3O)C1=O)C2(C)C (stereo not given) | 4.1 | 2.0 | 0.9 | 0.4 | 1101 | -0.49 | -0.098 | 0.03 | -1.3 | -8% | i | -2 | i | -1% | 7% | · | ·

An excerpt. The share of hits here may be higher or lower than overall.
